HPDE-C7K KRASV12: cytotoxicity in KRAS-transformed pancreatic duct cells, primary screen, cell-based, fluorescence, HTS (AID 431). HPDE-C7K KRASV12 cells, Alamar Blue viability, 48 h; higher % means a stronger effect. hit rate 1.7% among 63,000. cytotoxicity, % at 10 µM, or EC50 in µM where a hit was titrated;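 active means compounds whose percent cytotoxicity in the single-dose primary screen, scaled between solvent and toxic-drug controls, exceeds 50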;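 further: 0% = DMSO solvent wells and 100% = doxorubicin-treated wells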
Spn MK inh: inhibitors of Streptococcus pneumoniae mevalonate kinase | inhibition, % at 10 µM | AID 555 | purified MK, PK/LDH-coupled NADH absorbance 340 nm | hit rate 0.48% among 65,000;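 active means ranked among the strongest by inhibition in the single 10 µM screen, a fixed top-ranked set picked for dose follow-up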; further: no value below 0 was filed
HPDE-C7 cytotoxicity: HPDE-C7 pancreatic duct cell viability loss – fluorescence, HTS (AID 430). cytotoxicity, % at 10 µM; hits with a dose series show EC50 in µM. hit rate 1.8% among 63,000. HPDE-C7 pancreatic duct cells viability, fluorescence; higher % means a stronger effect;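 further: cells exposed to compound for 48 hours before viability readout; 0% = vehicle and 100% = reference cytotoxic drug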
DPM-DC inhibit: blocks S. pneumoniae diphosphomevalonate decarboxylase; purified DPM-DC, PK/LDH coupled NADH fluorescence; calls only at 10 µM; hit rate 0.49% among 65,000; AID 556;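 active means the 320 compounds with the highest percent inhibition in the single-dose primary screen, excluding strongly autofluorescent ones, cut at about 32% in these data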;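 further: kinetic rate of NADH fluorescence loss reporting ADP formed by the decarboxylase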
LYP inhibition: inhibition of human PTPN22 tyrosine phosphatase – biochemical, DiFMUP fluorescence, recombinant catalytic domain, 10 µM, primary screen (AID 606) | recombinant LYP catalytic domain, DiFMUP fluorescence; higher % means a stronger effect | inhibition, % at 10 µM, or IC50 in µM where a hit was titrated | 52,000 tested, under 10 active;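 active means IC50 under 40 µM in the dose-response test; inactive means IC50 of 40 µM or more, or never dose-tested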
TNAP inhibition: human TNAP enzyme inhibitors, biochemical, luminescent (AID 518). purified TNAP enzyme, luminescent substrate readout; higher % means a stronger effect. one-dose inhibition, % at 20 µM; IC50 in µM for titrated hits. hit rate 0.09% among 64,000; in the data active means a potency from the dose series; inactive means the rest, 99 in 100 with inhibition below about 22%;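 further: plate controls were vehicle for no effect and reference inhibitor for full effect; many of its hits are not listed in these tables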
Bfl-1 displacement: Bfl-1 inhibitors, primary screen, biochemical, fluorescence polarization, FITC-Bid, mouse (AID 432); hit rate 0.02% among 64,000; one-dose displacement, % at 20 µM; IC50 in µM for titrated hits; FITC-Bid BH3 peptide fluorescence polarization displacement; higher % means a stronger effect; in the data active means a potency from the dose series; inactive means the rest, 99 in 100 with displacement below about 15%; further: strong numbers were not always called active
Spn PMK inh: S. pneumoniae PMK inhibition | hit rate 0.49% among 65,000 | inhibition, % at 10 µM | purified PMK, PK/LDH-coupled NADH absorbance 340 nm;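 active means top-ranked compounds by inhibition in the single 10 µM screen, taking a fixed number of the strongest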;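 further: 0% = full reaction with DMSO carrier and 100% = background rate without enzyme reaction; no value below 0 was filed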
HT1080 viability: HT1080 cell viability loss – fluorescence readout (AID 620); HT1080 viability, fluorescence; higher % means a stronger effect; hit rate 0.42% among 87,000; one-dose cytotoxicity, % at 10 µM; EC50 in µM for titrated hits;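 further: cells exposed to compound overnight then 4 h with Alamar Blue; 0% = vehicle DMSO and 100% = killing control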
Spn PMK inh pilot replicates: further read-out of Spn PMK inh, marked with its call; inhibition, %; measured here: pilot screen replicates
Spn MK inh pilot replicates: further read-out of Spn MK inh, marked with its call; inhibition, %; measured here: pilot screen replicates
DPM-DC inhibit pilot screen %: second read-out of DPM-DC inhibit, no call of its own (marks repeat the call); inhibition, %; measured here: pilot screen trials
Starred values were filed as active, the others as inactive; i = inactive; / = no result given. Unless noted, no stated cut-off is given here; in the data, active means cytotoxicity above about 50%; inactive means the rest.

SMILES	HPDE-C7K KRASV12	Spn MK inh	HPDE-C7 cytotoxicity	DPM-DC inhibit	LYP inhibition	TNAP inhibition	Bfl-1 displacement	Spn PMK inh	HT1080 viability	others
CCn1c(=O)cc(SCC(=O)N2CCCCC2)c2ccccc21	1%	1	-4%	i	0%	1%	4%	10	8%
Cc1cc(=O)oc(C)c1C(=O)NCc1ccccn1	-22%	2	-27%	i	8%	-1%	-6%	10	5%
Cc1cc(C)c(NC(=O)Cn2c(=O)n(Cc3ccco3)c(=O)c3ccccc32)c(C)c1	-2%	0	-2%	i	-5%	4%	-1%	15	2%
Oc1[nH]c2ccccc2c1C1=NCCCC1	-2%	0	8%	i	13%	12%	-11%	10	-3%
COc1ccc(C(=O)n2ccc(C)n2)cc1Br	13%	8	7%	i	9%	11%	-4%	5	-5%
COc1ccc(-c2nc3cc(NC(=O)Cc4ccc(OC)c(OC)c4)ccc3o2)cc1	36%	0	37%	/	-1%	6%	-145%	15	11%	Spn PMK inh pilot replicates=2.0;Spn MK inh pilot replicates=3.0
CCCCCCc1cc2cc(C(=O)NC)c(=N)oc2cc1O	30%	5	19%	/	/	-12%	131%	6	-8%
Cc1ccc(S(=O)(=O)N(C)Cc2ccc(-c3nnc4n3CCC4)cc2)cc1	-17%	8	-12%	i	12%	-3%	-2%	16	8%
CCOC(=O)C1=C(C)N=C2SCCC(=O)N2C1c1cccs1 (stereo not drawn)	-8%	14	-18%	i	/	-11%	3%	17	-5%
O=C1CCCc2c1[nH]c1ccccc21	-1%	9	-8%	i	/	19%	-3%	6	7%
Cn1c(SCC(=O)Nc2cccc3ccccc23)nc(O)cc1=O	11%	15	11%	i	13%	9%	-6%	11	3%	Spn PMK inh pilot replicates=0.0;Spn MK inh pilot replicates=0.0;DPM-DC inhibit pilot screen %=0.0
O=C1CC(c2ccc(S(=O)(=O)NCCOc3ccccc3)cc2)CN1 (stereo not drawn)	-5%	16	6%	i	7%	-1%	-3%	9	6%
CC(C)(C)c1[nH]nc2c1C(c1ccncc1)C(C#N)=C(N)O2 (stereo not drawn)	17%	9	17%	i	4%	6%	-1%	6	-1%
Nc1c(NCc2ccccc2F)c(=O)[nH]c(=O)n1Cc1ccccc1	/	11	/	i	-7%	7%	-2%	25	2%
Cn1c(/N=C/c2c(O)ccc3ccccc23)nc2ccccc21	36%	10	47%	i	/	5%	4%	7	4%

A draw from above in order of formula weight, falling.
SMILES	HPDE-C7K KRASV12	Spn MK inh	HPDE-C7 cytotoxicity	DPM-DC inhibit	LYP inhibition	TNAP inhibition	Bfl-1 displacement	Spn PMK inh	HT1080 viability	others
Cc1ccc(S(=O)(=O)N(C)Cc2ccc(-c3nnc4n3CCC4)cc2)cc1	-17%	8	-12%	i	12%	-3%	-2%	16	8%
CCOC(=O)C1=C(C)N=C2SCCC(=O)N2C1c1cccs1 (stereo not drawn)	-8%	14	-18%	i	/	-11%	3%	17	-5%
CCn1c(=O)cc(SCC(=O)N2CCCCC2)c2ccccc21	1%	1	-4%	i	0%	1%	4%	10	8%
COc1ccc(C(=O)n2ccc(C)n2)cc1Br	13%	8	7%	i	9%	11%	-4%	5	-5%

Following part
SMILES	HPDE-C7K KRASV12	Spn MK inh	HPDE-C7 cytotoxicity	DPM-DC inhibit	LYP inhibition	TNAP inhibition	Bfl-1 displacement	Spn PMK inh	HT1080 viability	others
CCOC(=O)Cn1c(=O)sc2ccccc21	-1%	12	-9%	i	/	17%	3%	5	-4%
CCOc1ccccc1CNc1nc2nc3c(c(=O)n2[nH]1)CCC3	4%	9	2%	i	4%	8%	-12%	9	-2%
C/C(O)=C\c1nc(=O)c2c(C)cc(C)nc2n1-c1ccccc1	12%	11	6%	i	7%	4%	-13%	0	7%
COc1ccc(-c2nnc(SCC(=O)N3CCCC3)o2)cc1OC	/	0	/	i	9%	/	/	7	11%
Cc1cc2ccccc2c(=O)n1CC(=O)NCC(=O)N1CCCC1	3%	0	-8%	i	8%	8%	0%	11	2%
Oc1ccc(C=Nc2cccc3ncccc23)c(O)c1	1%	11	-11%	i	15%	16%	5%	9	0%	Spn PMK inh pilot replicates=3.5;Spn MK inh pilot replicates=3.5;DPM-DC inhibit pilot screen %=5.5
O=C(NC1CCCCCC1)c1cccc(N2CCCC2=O)c1	10%	0	-4%	i	/	9%	-9%	14	-5%
O=C(OCc1nnc(-c2ccccc2)o1)C1CCN(S(=O)(=O)c2cccs2)CC1	-1%	0	-4%	i	3%	8%	2%	15	-7%
O=C(c1ccco1)N1CCN=C1SCc1c(F)cccc1Cl	-2%	4	-8%	i	10%	7%	-2%	7	22%
O=C(CSc1nnc(NCc2ccccc2)s1)c1ccco1	-6%	7	-5%	i	/	11%	-8%	12	0%
Cc1ccc2cc(CCNC(=O)CC(C)C)c(=O)[nH]c2c1	-2%	6	-19%	i	0%	5%	5%	8	-1%
C=CCn1c(COc2ccccc2)nnc1SCC(=O)Nc1ccc(S(N)(=O)=O)cc1	-14%	12	-14%	i	/	14%	-7%	15	6%
COc1ccc2nc(SCC(=O)N3CCCCCC3)c(C#N)cc2c1	-6%	12	-2%	i	-7%	9%	1%	4	-21%
CCOC(=O)c1ccc(N2C(=O)c3n[nH]c(C)c3C2c2cccnc2)cc1 (stereo not drawn)	8%	6	-2%	i	/	0%	2%	22	5%
COc1cccc(C(=O)NCc2nnc(SCC(=O)Nc3nccs3)n2-c2cccc(C)c2)c1	/	0	/	i	17%	/	/	14	9%
COc1ccc(N(Cc2cc3cc(OC)ccc3[nH]c2=O)C(=O)c2cccnc2)cc1	-4%	10	-14%	i	/	6%	-4%	4	14%
CCOc1cc(C2C(C(=O)c3ccc(C)cc3)=C(C(=O)OC)Nc3nnnn32)ccc1O (stereo not drawn)	4%	4	-4%	i	/	13%	-5%	16	/
CN1C(=O)NC2C1N(S(C)(=O)=O)CCN2S(C)(=O)=O (stereo not drawn)	-6%	8	-2%	i	10%	-1%	-3%	0	2%
Cc1c(C(=O)OCc2cc(=O)n3cc(Br)ccc3n2)oc2ccccc12	-13%	5	-16%	i	8%	2%	6%	10	-1%
COCCNC(=O)CC(NS(=O)(=O)c1ccc(NC(C)=O)cc1)C(C)C (stereo not drawn)	-18%	9	-37%	i	/	8%	9%	4	-1%	Spn PMK inh pilot replicates=7.5;Spn MK inh pilot replicates=0.0;DPM-DC inhibit pilot screen %=3.0
COc1cc(C(=O)N2CCN(c3ccc(C)cc3C)CC2)cc(OC)c1OC	29%	0	53%*	i	-5%	8%	1%	2	/
Cc1ccc(C)c(C(=O)NCc2ccncc2)c1	-11%	5	-4%	i	-4%	7%	3%	0	-3%
CCN(CC)C(=O)c1scc2c1OCCO2	-2%	0	-5%	i	-17%	10%	1%	3	-4%
Cc1oncc1C(=S)Nc1ccccc1	-8%	7	-3%	i	9%	9%	1%	7	-6%
COC(=O)C1=C(C)N(c2ccc(F)c(Cl)c2)C(=O)C1	0%	16	-5%	i	7%	8%	-6%	3	12%
CCN(CC)CCN=CC1=C(O)CNC1=O	/	13	/	i	/	11%	-10%	11	-1%
COC(=O)CN(c1ccc(F)cc1)S(=O)(=O)c1ccccc1	-6%	0	-11%	i	8%	5%	-2%	8	4%	Spn PMK inh pilot replicates=0.0;Spn MK inh pilot replicates=0.0;DPM-DC inhibit pilot screen %=1.0
CC1=Nc2ccc(C)cc2N(Cc2ccccc2)C(=O)C1	6%	3	6%	i	1%	8%	-13%	6	-1%
Cc1ccc(-c2noc(C3CCCN(C(=O)C4CCCCC4)C3)n2)o1 (stereo not drawn)	-14%	0	-21%	i	-3%	5%	-5%	21	-1%
N#CCCn1nc(-c2ccccc2)cc1Nc1ccccc1NC(=O)c1cccs1	9%	9	4%	i	5%	11%	-4%	0	2%

The final four compounds of the section above are carried over, then new ones follow:
SMILES	HPDE-C7K KRASV12	Spn MK inh	HPDE-C7 cytotoxicity	DPM-DC inhibit	LYP inhibition	TNAP inhibition	Bfl-1 displacement	Spn PMK inh	HT1080 viability	others
COC(=O)CN(c1ccc(F)cc1)S(=O)(=O)c1ccccc1	-6%	0	-11%	i	8%	5%	-2%	8	4%	Spn PMK inh pilot replicates=0.0;Spn MK inh pilot replicates=0.0;DPM-DC inhibit pilot screen %=1.0
CC1=Nc2ccc(C)cc2N(Cc2ccccc2)C(=O)C1	6%	3	6%	i	1%	8%	-13%	6	-1%
Cc1ccc(-c2noc(C3CCCN(C(=O)C4CCCCC4)C3)n2)o1 (stereo not drawn)	-14%	0	-21%	i	-3%	5%	-5%	21	-1%
N#CCCn1nc(-c2ccccc2)cc1Nc1ccccc1NC(=O)c1cccs1	9%	9	4%	i	5%	11%	-4%	0	2%
COc1cccc(C2/C(=C(/O)c3ccc(F)cc3)C(=O)C(=O)N2CCN(C)C)c1 (stereo not drawn)	-15%	5	-23%	i	1%	13%	1%	0	14%
COc1cccc(-c2nn3c(-c4cc(C)[nH]n4)nnc3s2)c1	6%	8	0%	i	11%	-8%	0%	13	-6%
O=C(NCc1ccc(Cl)cc1)c1ccc(COCC(F)(F)F)o1	7%	9	-13%	i	/	22%	-8%	8	-7%	Spn PMK inh pilot replicates=0.0;Spn MK inh pilot replicates=5.0;DPM-DC inhibit pilot screen %=3.5
Cc1nn(C(C)(C)C)c(OC(=O)C2CCCC2)c1S(=O)(=O)c1ccccc1	-9%	0	-9%	i	/	-2%	8%	10	-8%
CC1=C(c2ccccc2)[N+](=O)C2(CCCC2)N1[O-]	-2%	5	-2%	i	-10%	6%	2%	8	4%
O=C(NCc1ccc(F)cc1)c1cc2ccccn2n1	2%	9	-14%	i	2%	20%	-5%	0	2%	Spn PMK inh pilot replicates=5.0;Spn MK inh pilot replicates=2.5;DPM-DC inhibit pilot screen %=0.0
O=C(Nc1nc(-c2cccs2)cs1)c1ccc(Cl)s1	7%	5	12%	i	-2%	1%	0%	3	11%
CN(Cc1nc(-c2cccnc2)no1)S(=O)(=O)c1ccc2ccccc2c1	1%	10	2%	i	6%	6%	-11%	5	2%
COc1cccc(NC(=O)CCN2CCN(C)CC2)c1	-2%	6	-8%	i	/	4%	-8%	13	0%

Screening data: PubChem BioAssay, several laboratories
